Source: PubChem (The Scripps Research Institute Molecular Screening Center)
CHO-K1 Ca antag – counter-screen for M1 antagonists: effect in parental CHO-K1 cells; AID 602250; 360,000 compounds, 0.6% hits; ATP-induced calcium, Fluo-8 fluorescence; inhibition, % at 3 µM;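 active = inhibition above a per-plate cutoff, the plate's mean sample inhibition plus 3 SD, cut at about 24% in these data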;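 note: 0% = DMSO plus EC80 ATP and 100% = DMSO alone without ATP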
CHO parental Ca – counter-screen: ATP calcium response change in parental CHO cells | 330,000 compounds, 0.63% hits | inhibition, % at 5.6 µM | parental CHO-K1, ATP-induced calcium, Fluo-8 fluorescence;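 active = inhibition above that plate's mean sample inhibition plus 3 SD, cut at about 26% in these data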;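 note: 0% = ATP-challenged DMSO wells and 100% = DMSO wells without ATP; some compounds past the cut are filed as inactive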
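test system = CHO parental line | reagent = ATP stimulus | measured by = intracellular calcium via Fluo-8 no-wash fluorescent dye | control set = ATP and no-ATP DMSO wells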
M1 ag – human M1 muscarinic receptor agonism; AID 588814; activation, % at 3 µM; 360,000 compounds, 0.33% hits; P11229; CHO-K1 hM1, Fluo-8 calcium fluorescence, agonist mode; 0% DMSO, 100% acetylcholine EC100;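 active = activation above the run's mean compound activation plus 3 SD, cut at about 16% in these data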;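 note: peak over basal fluorescence ratio within a 140 s kinetic read after compound addition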
Target sequence (P11229 whole entry, looked up): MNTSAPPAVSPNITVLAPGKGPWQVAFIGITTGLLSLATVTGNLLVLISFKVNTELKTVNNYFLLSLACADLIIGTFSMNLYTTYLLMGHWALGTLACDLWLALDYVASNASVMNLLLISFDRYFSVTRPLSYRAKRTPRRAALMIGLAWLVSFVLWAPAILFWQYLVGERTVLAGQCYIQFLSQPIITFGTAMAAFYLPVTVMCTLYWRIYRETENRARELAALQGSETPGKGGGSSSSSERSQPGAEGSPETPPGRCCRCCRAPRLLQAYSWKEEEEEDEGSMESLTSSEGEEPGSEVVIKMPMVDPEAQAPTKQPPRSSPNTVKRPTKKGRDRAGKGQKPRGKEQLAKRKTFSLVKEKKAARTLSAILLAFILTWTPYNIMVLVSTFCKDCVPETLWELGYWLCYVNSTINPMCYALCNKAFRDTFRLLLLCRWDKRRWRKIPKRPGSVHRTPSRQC
OXTR potentiator – human OXTR potentiation. 320,000 compounds, 0.061% hits. P30559. activation, % at 3 µM. CHO-OTR cells, Fluo-8 calcium fluorescence, potentiator mode; 0% = oxytocin EC15, 100% = EC100;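 active = activation above that plate's cutoff, the mean activation of tested compounds plus 3 SD, cut at about 6.6% in these data, passing the limit was not always enough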;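 note: 100% uses oxytocin at 75 nM as the full agonist control; some results filed as inactive read as strong as hits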
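Dosing: Single dose, 3.0 µM nominal final compound concentration | Material: Human OTR in CHO cells | Technique: Kinetic Fluo-8 calcium fluorescence | Benchmarks: EC15 oxytocin alone as 0%, 75 nM oxytocin as 100% | Probe or stimulus: Oxytocin at about EC15, sub-maximal agonist stimulus | Incubation: Compound 6 min at room temperature before oxytocin, 100 s read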
TAAR1 ag – human TAAR1 agonism | CHO RD-HGA16 TAAR1, Fluo-8 calcium fluorescence; vehicle wells 0%, saturating PEA agonist 100% | activation, % at 3 µM | Q96RJ0 | 360,000 compounds, 0.99% hits;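 active = activation above the mean activation of all test compounds in the run plus 3 SD, cut at about 38% in these data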
Target sequence (Q96RJ0 whole entry, looked up): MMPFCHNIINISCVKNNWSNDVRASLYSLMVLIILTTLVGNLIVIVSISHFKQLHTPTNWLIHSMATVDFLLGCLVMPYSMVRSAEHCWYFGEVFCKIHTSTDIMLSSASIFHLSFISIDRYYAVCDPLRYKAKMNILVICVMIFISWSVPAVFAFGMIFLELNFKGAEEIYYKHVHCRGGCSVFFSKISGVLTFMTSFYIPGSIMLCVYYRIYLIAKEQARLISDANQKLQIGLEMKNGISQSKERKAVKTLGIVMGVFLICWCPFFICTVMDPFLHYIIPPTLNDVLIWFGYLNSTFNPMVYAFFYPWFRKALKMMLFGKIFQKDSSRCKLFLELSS
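System: CHO-derived RD-HGA16 cells with stable Gα16 and human TAAR1 / Times: 17-24 h plating, Fluo-8 75 min 37 °C, 30 min RT / Technique: calcium-sensitive Fluo-8 signal, excitation 470-495, emission 515-575 nm / Measure: % activation relative to PEA EC100 response / Benchmarks: DMSO and PEA EC100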
CHO-K1 Ca ag – nonselective activator or artifact in parental CHO-K1 cells; activation, % at 3 µM; AID 602248; Fluo-8 calcium fluorescence; scaled to maximal ATP response, vehicle zero; 360,000 compounds, 0.48% hits; in the data active = activation above about 15%;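 note: untransfected CHO-K1 host cells lacking M1 receptor as counterscreen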
TAAR1 antagonist – human TAAR1 antagonism | 360,000 compounds, 1.5% hits | inhibition, % at 3 µM | Q96RJ0 | AID 624466 | CHO RD-HGA16 TAAR1, Fluo-8 calcium fluorescence, antagonist;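 active = inhibition above a per-plate cutoff, the mean inhibition of test compounds on that plate plus 3 SD, cut at about 49% in these data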;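 note: 0% = DMSO plus EC80 beta-PEA response and 100% = DMSO alone without agonist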
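System: RD-HGA16 CHO cells with stable hTAAR1 and Gα16 | Probe or stimulus: EC80 β-phenethylamine stimulus | Dosing: 3 µM, single point | Times: Dye loading 75 min at 37 °C, then 30 min room temperature | Measured by: Fluo-8 calcium-sensitive fluorescence | Read-out basis: % inhibition of agonist calcium response | Replicates: n of 1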
CHRM1 antagonist – antagonists of human M1 muscarinic receptor; 360,000 compounds, 1.3% hits; P11229; CHO-K1 hM1, Fluo-8 calcium fluorescence, ACh EC80 antagonist; inhibition, % at 3 µM;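 active = percent inhibition above its own plate's cutoff, namely the mean of that plate's compound wells plus 3 SD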;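 note: peak over basal fluorescence ratio during 140 s after agonist addition; 0% = ACh EC80 plus DMSO and 100% = DMSO alone without agonist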
M1 PAM parental – nonselective activator or artifact in parental CHO-K1 calcium assay; AID 602247; activation, % at 3 µM; 360,000 compounds, 0.02% hits; ATP EC20, Fluo-8 calcium fluorescence; 0% at ATP EC20, 100% at ATP max;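 active = activation above the run cutoff, the mean activation of all test compounds plus 3 SD, cut at about 40% in these data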;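 note: peak over basal fluorescence ratio in a 140 s read after ATP addition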
The depositor's hits bear a star; . = not tested or not shown.

molecule	M1 PAM parental	M1 ag	CHO parental Ca	TAAR1 ag	CHRM1 antagonist	CHO-K1 Ca antag	OXTR potentiator	TAAR1 antagonist	CHO-K1 Ca ag
CC(Cc1cccs1)NC(=O)c1cccc(Cl)c1 (stereo not given)	29	-7	-17	11	-3	-6	-6	3	5.0
CCCC(C(=O)NCC1CCCO1)N(Cc1ccccc1)C(=O)CNS(=O)(=O)c1ccccc1 (stereo not given)	0	-7	-35	3	-13	-7	1	3	0.6
Cc1ccc(N2CC(C)Cn3c2nc2c3c(=O)n(CC(=O)OCc3ccccc3)c(=O)n2C)cc1C (stereo not given)	19	-4	-25	4	-4	-11	-7	3	0.2
COC(=O)CSc1nc(SCc2ccccc2Cl)nc2c1CCCC2	21	-2	-34	0	0	-11	-6	4	0.7
O=C(Cc1ccc(F)cc1)N1CCC2(CC1)NCCc1[nH]cnc12	-7	-6	3	1	-7	3	-7	-5	0.3
CCN(C(=S)NC(=O)CCc1ccccc1)c1ccccc1	11	-7	-5	0	-8	1	12*	-7	0.3
N#Cc1c(N)c(C(=O)c2ccc(Cl)cc2)n2c1CCC2	21	-4	-15	-1	-11	-19	-1	2	0.3
Cc1cc(C)nc(SCc2nnc(SCC(N)=O)o2)n1	24	-3	-12	4	-14	-21	0	-1	1.6
Cn1c(-c2ccccc2)cnc1NCc1cc2c(cc1[N+](=O)[O-])OCO2	20	-7	-8	11	-1	-15	-9	13	4.3
CSc1ccc(CNC(=O)C2(C)CCN2C(C)C)cc1 (stereo not given)	-1	-6	.	0	-10	10	.	6	0.4
O=C1CN(C(=O)COC(=O)c2ccc(Br)o2)c2ccccc2N1	5	-3	-13	-1	3	-5	0	4	0.7
Cc1cccc(N2CN(Cc3ccco3)CNC2=S)c1	29	-6	9	3	-9	-12	-3	-11	1.6

(continued)
molecule	M1 PAM parental	M1 ag	CHO parental Ca	TAAR1 ag	CHRM1 antagonist	CHO-K1 Ca antag	OXTR potentiator	TAAR1 antagonist	CHO-K1 Ca ag
Cn1cc(/C=C2\SC(=S)N(N3CCOCC3)C2=O)c2ccccc21	13	3	-26	2	-14	-7	-9	-15	0.5
O=C(Cc1ccccc1)N/N=C/c1ccccn1	26	-3	-6	4	-11	-13	-2	0	0.3
Cc1ccc(OC(=S)Nc2ccc(O)cc2)cc1	2	-2	-10	14	3	-3	3	4	0.6
c1ccc2c(N3CCCCC3)nc(N3CCOCC3)nc2c1	-2	-7	-1	-2	12	-3	-2	-20	-0.1
O=C(CCC1CCCN(C(=O)c2cccnc2)C1)NCc1ccccc1F (stereo not given)	9	-1	-4	3	-11	-9	-4	-4	1.4
CN(C)c1ccc(-c2n[nH]c(=S)n2-c2ccccc2)cc1	-5	-6	0	5	-7	-12	-5	-17	0.7
O=S(Cc1ccc(Br)cc1)Cc1nnc(SCc2ccc(Cl)cc2)n1-c1ccccc1 (stereo not given)	13	-7	17	4	-4	-4	-9	19	0.5
COC(=O)c1cc(-c2ccc(Cl)cc2)n(-c2ccc(S(N)(=O)=O)cc2)n1	-8	-2	1	2	10	19	-18	8	0.2
O=C(NCCc1ccccc1)/C(=C\c1cccc([N+](=O)[O-])c1)NC(=O)c1ccco1	21	-5	-13	37	-11	-14	0	-16	1.1
COC(=O)C(NC(C)=O)(Nc1ccc(Br)cn1)C(F)(F)F (stereo not given)	6	-4	-10	2	-3	-4	1	8	-0.2
O=C(CN(C(=O)CNC(=O)c1ccco1)c1ccc(F)cc1)NC1CCCC1	13	-3	-6	3	-10	-11	-1	-10	0.5
CNC(=O)Nc1ccc(Cn2cc(C(F)(F)F)ccc2=O)cc1	8	-4	-5	3	-4	-9	7	14	-0.3

Next structures follow:
molecule	M1 PAM parental	M1 ag	CHO parental Ca	TAAR1 ag	CHRM1 antagonist	CHO-K1 Ca antag	OXTR potentiator	TAAR1 antagonist	CHO-K1 Ca ag
COc1ccc2cc(C(=O)Nc3ccc(S(N)(=O)=O)cc3)sc(=O)c2c1OC	13	-10	11	4	-5	7	-9	17	1.0
COc1ccc(NC(NC(=O)c2cccnc2)C(Cl)(Cl)Cl)cc1 (stereo not given)	18	-4	-22	4	-7	-15	-14	-4	2.8
CCc1nnc(NC(=O)CSc2ccc(-c3ccccc3OC)nn2)s1	9	-4	-14	5	-6	-14	4	-7	0.2
O=C(CSc1nc2ccc(NC(=O)C3CCCCC3)cc2s1)NCC1CCCO1 (stereo not given)	2	-1	-14	2	-3	8	-7	26	0.9
O=C(NC(=S)Nc1cccnc1)c1cccc(Cl)c1	21	-3	.	1	-10	-7	.	0	1.8
CN(CCOc1ccccc1)c1ccc(S(=O)(=O)N2CCCCC2)cn1	13	-4	3	24	-5	-12	-8	6	0.0
O=C(c1cc(C2CC2)on1)N1CCCC(N2CCN(c3cccc(C(F)(F)F)c3)CC2)C1 (stereo not given)	9	-6	-25	-3	-8	-4	-3	-14	-0.3
COc1ccc(OC)c(NC(=O)CN2C(=O)COc3ccc(S(=O)(=O)N4CCCC4)cc32)c1	-4	-5	-24	-1	-2	-21	-7	-3	0.2
C#CCOc1nc2c(c(=O)n(C)c(=O)n2C)n1Cc1ccccc1	2	2	3	2	6	-6	-6	6	8.8
Cc1noc(C)c1CSCC(=O)N(C)CC(=O)Nc1ccccc1Cl	-21	0	-13	1	-2	14	-1	-4	-0.1
CC(CCc1ccco1)N(C)S(=O)(=O)c1csc(C(N)=O)c1 (stereo not given)	6	-1	-11	6	-3	-15	-3	-28	4.2
Cc1ccc(CS(=O)(=O)c2cn(CC(=O)N3CCOCC3)c3ccccc23)cc1	-4	-2	-10	2	-7	-5	-5	-2	2.1

Later entries:
molecule	M1 PAM parental	M1 ag	CHO parental Ca	TAAR1 ag	CHRM1 antagonist	CHO-K1 Ca antag	OXTR potentiator	TAAR1 antagonist	CHO-K1 Ca ag
CCOc1ccc(Cn2c(=O)sc3ccccc32)cc1	26	-4	-11	-3	-9	-13	-14	-35	2.4
CCOC(=O)c1[nH]n(-c2ccc(Cl)cc2)c(=O)c1C	-3	-7	-12	1	7	4	3	-2	0.1
Cc1cc(C)n2nc(SCC(=O)N(CCC#N)c3ccc(F)cc3)nc2n1	9	-3	-1	0	-5	-5	-5	-20	-0.3
CC(C)Cc1nnc(NC(=O)c2cccc(S(=O)(=O)N3CCN(C)CC3)c2)s1	9	-3	-10	2	-12	-12	-2	-10	1.2
CCC(=O)NC(=S)Nc1c(C)cc(Br)cc1C	2	-14	-10	-2	-5	4	-5	-20	-0.2
Cn1c(COc2ccccc2)nnc1SCC(=O)NC1CCCC1	-6	-3	-2	-1	7	1	-1	-14	0.4
O=C(CN1CCN(Cc2ccccc2)CC1)NNC(=O)c1ccccc1	-7	-7	3	4	-9	-14	-4	12	0.1
Cc1noc(C)c1COC(=O)C1CCN(S(=O)(=O)c2ccc(F)cc2)CC1	7	-4	-9	6	9	-13	-5	-3	2.1
Oc1ccc(C[C@H]2CNC(=S)N2CC2CCCN2C[C@H](Cc2ccc(O)cc2)N2C[C@H](Cc3ccc(O)cc3)N(CC3CCCCCC3)C2=S)cc1 (stereo not given in full)	14	-4	.	1	-22	3	.	9	1.9
Cc1ccc(S(=O)(=O)N2CN(Cc3ccco3)c3nc4ccccc4nc32)cc1C	-2	1	-22	4	13	4	-18	9	3.6
Cc1ccc(-c2csc(Nc3ccccn3)n2)cc1	21	-6	-18	11	-7	-16	-7	-23	1.2
COc1cccc(/C=C/C(=O)NCc2ccc3c(c2)OCO3)c1	10	-8	3	-3	-12	-10	-11	-28	1.2

Next part.
molecule	M1 PAM parental	M1 ag	CHO parental Ca	TAAR1 ag	CHRM1 antagonist	CHO-K1 Ca antag	OXTR potentiator	TAAR1 antagonist	CHO-K1 Ca ag
CNC(=S)Nc1cccc2[nH]ncc12	2	-4	-3	2	10	-2	2	-4	0.0
CC1CCN(C(=O)COc2ccc3ccccc3c2Br)CC1	14	-2	-15	-1	-15	3	-9	-36	0.1
O=C(NNC(=O)c1cc([N+](=O)[O-])ccc1Cl)c1cccnc1	0	-2	.	0	-9	2	.	-20	-0.6
COc1cccc(OCc2nnc(SCC(=O)N3c4ccccc4Sc4ccc(Cl)cc43)o2)c1	15	-3	-13	1	-4	7	-4	-20	6.3
Cc1ccc(-n2c(Cc3cccn3C)nnc2SCC(=O)NCc2ccc3c(c2)OCO3)cc1	11	-4	-23	7	-2	-14	-11	13	0.3
Cc1ccc2c(n1)CC(C)(C)C/C2=N\O	3	-2	-3	13	3	11	-12	-3	0.4
Cc1c(NC(=O)c2cnn3c2NC(c2ccccc2)CC3C(F)(F)F)c(=O)n(-c2ccccc2)n1C (stereo not given)	14	-14	-13	18	-2	-16	-4	-6	-0.6
CCN(Cc1ccncc1)C(=O)c1cc(COc2ccc(F)cc2Cl)on1	-9	-1	-6	2	10	-12	-15	12	3.1
Cc1cccc(C)c1C(O)c1ncc(-c2ccc(Cl)cc2)[nH]1 (stereo not given)	11	-2	.	2	-12	0	.	-5	0.5
Brc1ccc2c(c1)CN1CCCC1=N2	8	-11	3	1	4	-8	-17	5	0.8
COc1cccc(NC(=O)N2C3CCCC2CC(NC(=O)C(C)(C)C)C3)c1 (stereo not given)	18	-7	-10	3	-11	-17	2	-5	0.1
CC(C)(C)OC(=O)NCCCC[C@H](NC(=O)c1[nH]cnc1C(=O)N[C@@H](Cc1ccccc1)C(=O)OC(C)(C)C)C(=O)OC(C)(C)C	12	-6	-14	3	17	-13	-14	43	0.6

(further entries)
molecule	M1 PAM parental	M1 ag	CHO parental Ca	TAAR1 ag	CHRM1 antagonist	CHO-K1 Ca antag	OXTR potentiator	TAAR1 antagonist	CHO-K1 Ca ag
O=C(Cn1nnc(N2CCCC2)n1)N/N=C/c1ccc(Cl)cc1	-4	-4	-20	58*	-6	-9	-4	-4	0.8
CC(=O)Nc1cc(C(F)(F)F)ccc1Oc1cccc(Br)c1	22	-4	3	15	-12	-13	-14	19	0.5
O=[N+]([O-])c1ccc(Nc2ccccc2)nc1	4	-11	-8	6	-6	-9	-11	-6	0.1
Cc1cc(F)ccc1C(O)c1ncc(-c2ccc3ccccc3c2)[nH]1 (stereo not given)	16	-1	.	9	-13	-7	.	11	1.1
COc1ccc2nc(/C=N/NC(=O)[C@@H]3CCCN3C(=O)OC(C)(C)C)ccc2c1	9	-1	-12	2	1	-8	-8	-3	1.5
CC1(C)CC(NC(=O)c2ccccc2F)CC(C)(C)N1	-12	-3	-4	0	-11	-4	8	1	0.5

OXTR potentiator, hit marks shown above
Compound	M1 ag	TAAR1 ag	CHRM1 antagonist	OXTR potentiator	TAAR1 antagonist
CCN(C(=S)NC(=O)CCc1ccccc1)c1ccccc1	-7	0	-8	12*	-7
